Dengue-2 NS5 capping = flavivirus cap methylation enzyme inhibition – biochemical, confirmation dose response, primary screen (AID 588689); Dengue-2 NS5 methyltransferase capping enzyme assay, biochemical; higher % means a stronger effect; one-dose inhibition, % at 25 µM; IC50 in µM for titrated hits; 340,000 tested, 0.3% active; in the data active = a potency from the dose series; inconclusive = inhibition above about 29% without an active follow-up result
GPR55 beta-arrestin = GPR55 agonists via beta-arrestin recruitment, primary screen, imaging, U2OS cells, beta-arrestin-GFP redistribution (AID 1961); one-dose activation, % at 10 µM; EC50 in µM for titrated hits; 290,000 tested, 0.048% active; U2OS GPR55 beta-arrestin-GFP redistribution imaging; higher % means a stronger effect;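 active = activation above 40% with more than 50 cells counted in the well; inconclusive = wells holding fewer than 50 cells, flagged as toxic or sparse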;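 also: U2OS osteosarcoma cells stably expressing GPR55 and beta-arrestin-GFP; plate controls were DMSO negative control for no effect and LPI positive control for full effect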
GPR35 arrestin U2OS = GPR35 antagonists blocking zaprinast-driven arrestin recruitment, primary screen, imaging, U2OS, beta-arrestin-GFP, zaprinast agonist (AID 2058). U2OS GPR35 beta-arrestin-GFP translocation imaging, zaprinast antagonism; higher % means a stronger effect. inhibition, % at 10 µM; hits with a dose series show IC50 in µM. 290,000 tested, 0.052% active;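 active = inhibition of at least 50% with at least 30 cells and total cytoplasm GFP at most 10,000,000; inconclusive = under 30 cells or total GFP of 10,000,000 plus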
KOR beta-arrestin-1 = KOR antagonists, beta-arrestin recruitment, cell-based, luminescence, uHTS (AID 1778). KOR beta-arrestin recruitment, luminescence, antagonist mode; higher % means a stronger effect. one-dose inhibition, % at 10 µM; IC50 in µM for titrated hits. 290,000 tested, 0.091% active; in the data active = inhibition above about 50%; also: strong numbers were not always called active
HIV fusion peptide = cell-free HIV fusion peptide-binding blockers – biochemical, uHTS, fluorescence dequenching, primary screen (AID 1986) | cell-free peptide binding, fluorescence dequenching, 30 min; higher % means a stronger effect | 290,000 tested, 0.3% active | one-dose inhibition, % at 20 µM; IC50 in µM for titrated hits; in the data active = inhibition mostly above about 52%, no sharp cut-off; inactive = mostly below about 76%; also: some results filed as inactive read as strong as hits
GPR55 antagonists = inhibition of LPI-stimulated GPR55 beta-arrestin translocation – imaging, U2OS, beta-arrestin-GFP, LPI agonist, primary screen (AID 2013); inhibition, % at 10 µM; hits with a dose series show IC50 in µM; U2OS GPR55 beta-arrestin-GFP translocation imaging, LPI antagonism; higher % means a stronger effect; 290,000 tested, 0.13% active;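 active = spots per cell inhibited over 60%, with over 100 cells counted and total cytoplasm intensity under 500,000; inconclusive = wells with under 100 cells, flagged as likely toxic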;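 also: U2OS cells stably carrying GPR55 and arrestin-GFP stimulated by 5 µM LPI near EC80; imaged beta-arrestin-GFP aggregate spots per cell after agonist stimulation; plate controls were LPI-stimulated DMSO wells for no effect and DMSO wells without LPI for full effect; some results filed as inactive read as strong as hits; confirmed hits need IC50 under 10 µM and bright autofluorescent wells are also inconclusive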
NOD1 inhibition = NOD1 signaling inhibitors, primary screen, cell-based, luminescence, uHTS (AID 1578); NOD1-driven NF-kB luciferase reporter cells, luminescence; higher % means a stronger effect; inhibition, % at 4 µM, or EC50 in µM where a hit was titrated; 290,000 tested, 1% active; in the data active = inhibition mostly above about 36%, no sharp cut-off; inactive = mostly below about 34%;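 also: HEK-293T reporter cells stimulated with the NOD1 agonist gamma-tri-DAP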
West Nile virus CPE = inhibition of WNV-induced cytopathic effect – cell-based, CPE readout (AID 1621); West Nile virus-infected cells, CPE inhibition; higher % means a stronger effect; CPE inhibition, % at 10 µM, or IC50 in µM where a hit was titrated; 290,000 tested, 0.02% active; in the data active = a potency from the dose series; inconclusive = CPE inhibition mostly from about 3.7% at the one dose, without a potency; inactive = the rest, 99 in 100 with CPE inhibition below about 2.2%; also: strong numbers were not always called active
KOR beta-arrestin-2 = KOR agonists, beta-arrestin recruitment, primary screen, cell-based, luminescence, uHTS (AID 1777); KOR beta-arrestin recruitment, luminescence; higher % means a stronger effect; activation, % at 10 µM, or EC50 in µM where a hit was titrated; 280,000 tested, 0.02% active; in the data active = activation above about 50%, passing the limit was not always enough; also: a part of the inactive calls stands beside numbers as strong as those of hits
Dengue-2 NS5 capping pilot replicate = recorded beside Dengue-2 NS5 capping, whose call it bears; inhibition, %; measured here: pilot screen replicate inhibition
Starred values were filed as active, the others as inactive; ? = inconclusive; . = no result given; [ ] = remark or other dose. This is a subset (hit frequency here may not be typical).

SMILES | Dengue-2 NS5 capping | GPR55 beta-arrestin | GPR35 arrestin U2OS | KOR beta-arrestin-1 | HIV fusion peptide | GPR55 antagonists | NOD1 inhibition | West Nile virus CPE | KOR beta-arrestin-2 | others
O=C(CSc1nc2ccccc2o1)Nc1ccc(Cl)cc1 | 4% | 0.0% | 16% | 29% | 1.2% | 10% | -27% | -0.5% | -4.3% | Dengue-2 NS5 capping pilot replicate=2.7
COc1cc(C(=O)NNC(=O)c2ccc(NC(C)=O)cc2)cc(OC)c1OC | . | 0.0% | 1% | -10% | 2.2% | 4% | -12% | -0.1% | 1.2%
CCOc1ccc(C(=O)Nc2cccc(C(C)=O)c2)cc1[N+](=O)[O-] | 1% | -0.2% | 6% | -3% | -4.1% | -4% | -18% | 0.8% | 3.5%
CCOc1ccc(N(CC)C(=O)c2nn(-c3ccc(OC)cc3)c(=O)c3c2c2ccccc2n3C)cc1 | -10% | 0.4% | 10% | 20% | -0.6% | -4% | 0% | -0.6% | 6.7%
Cn1cccc1/C=C1\SC(=O)N(c2ccc(O)cc2)C1=O | -3% | 0.6% | 1% | -22% | 23% | 18% | -49% | -0.2% | 0.0%
COc1cc(OC)cc(-c2nc3ccccc3c(=O)n2OC(=O)c2ccccc2C)c1 | 1% | 0.2% | -16% | -18% | 1.5% | 10% | 64% | 0.1% | -5.8%
Clc1ccc(/C=C/c2nc3ccccc3[nH]2)c(Cl)c1 | 3% | 0.2% | 23% | -55% | -2.1% | 18% | . | -2.1% | 2.3% | Dengue-2 NS5 capping pilot replicate=-0.3
Cc1ccc(/C=C/C(=O)O)cc1S(=O)(=O)NC1CCS(=O)(=O)C1 (stereo unspecified) | -6% | -0.1% | 11% | -14%[20 µM] | -0.9% | 5% | -41% | 0.0% | -6.2%
CCOC(=O)N1CCN(C(=O)c2cnn3ccccc23)CC1 | -5% | 0.4% | 0% | 4% | -1.1% | 2% | 5% | 0.3% | 2.6%
O=C(NC(=S)Nc1ccc(S(=O)(=O)N2CCCC2)cc1)C1CCC1 | -7% | -0.2% | -6% | -4% | -0.7% | 15% | -12% | -0.4% | -1.6%
CN1CCN(NC(=O)Nc2ccc(F)cc2)CC1 | -1% | 0.9% | 4% | -7% | 1.1% | 16% | -36% | -0.1% | 5.2%
Cc1ccc(NS(=O)(=O)c2cccc3nsnc23)cc1 | -5% | 0.2% | 24% | . | -1.8% | 10% | 0% | -0.8% | 4.6%
CCOC(=O)N1CCN(C(=O)COc2cc(=O)n(CC)c3ccccc23)CC1 | -3% | 0.8% | 22% | 22% | -2.2% | 40% | -23% | 1.7% | -1.6%
COc1ccc(/C=C/C(=O)OCC(=O)Nc2ccc(Cl)c(S(=O)(=O)N(C)C)c2)cc1OC | 0% | -0.1% | -3% | -26% | 2.6% | 0% | -4% | 0.4% | 7.7%
Cc1cc(Oc2ccccc2)nc(SCC(=O)Nc2ccc(Cl)cc2Cl)n1 | -2% | -0.1% | -7% | -11% | 1.5% | 0% | -31% | -1.0% | 3.9%
C=CCn1cc(/C=N/Nc2nc3ccccc3[nH]2)c2ccccc21 | -5% | 0.1% | -1% | 60% | -6.2% | 9% | -34% | ? | -4.8%
O=C1CS/C(=N/N=C2C3CC4CC(C3)CC2C4)N1 | 1% | 0.2% | -16% | -3% | 2.2% | 8% | -15% | 0.4% | -2.2%
Cc1cccn2c(=O)c(/C=C(\C#N)S(=O)(=O)c3ccccc3)c(N3CCCCC3)nc12 | . | -0.2% | -3% | -31% | 25% | 9% | -12% | 0.3% | -4.1%
CCn1c(=O)c(C(=O)NCc2ccc(F)cc2)c(O)c2ccccc21 | -2% | -0.1% | -6% | -9% | 1.0% | 7% | -28% | -1.3% | -2.6%
CC(=O)c1ccc(NC(=O)CCc2nnc3ccc(N4CCC5(CC4)OCCO5)nn23)cc1 | -13% | -0.1% | -1% | -35% | -0.7% | 6% | -16% | 0.0% | -0.2%
COCCNC(=O)C(c1ccncc1)N(C(=O)Cn1nnc2ccccc21)c1ccc(OC)cc1 (stereo unspecified) | 3% | 0.3% | 5% | 14% | -0.8% | 2% | -20% | 0.0% | -2.9%
c1ccc2c3c([nH]c2c1)CCNC3 | -9% | -0.1% | 4% | -9% | 1.0% | -2% | 4% | -0.6% | 0.1%
CC(=O)c1ccc(NC(=O)c2ccc(S(=O)(=O)c3ccccc3)cc2)cc1 | 3% | -0.3% | -4% | -36% | 6.7% | 12% | -14% | -0.8% | 2.8%
CC(C)/C=C/CN1CCN(CCCc2ccccc2)C(CCO)C1 (stereo unspecified) | 4% | -0.2% | 2% | -20%[20 µM] | -0.2% | -7% | 45% | -1.1% | 8.2%
Cc1cc(C(=O)COc2ccc([N+](=O)[O-])cc2)c(C)n1C1CC1 | 2% | -0.1% | -8% | 19% | -1.9% | 4% | -1% | -0.4% | -3.5%
Other records:
SMILES | Dengue-2 NS5 capping | GPR55 beta-arrestin | GPR35 arrestin U2OS | KOR beta-arrestin-1 | HIV fusion peptide | GPR55 antagonists | NOD1 inhibition | West Nile virus CPE | KOR beta-arrestin-2 | others
COC(=O)CNC(=O)c1cc(-c2ccncc2)nc2c(C)c(Cl)ccc12 | -2% | 0.2% | -12% | -91%[20 µM] | 0.4% | -21% | 18% | -0.6% | 3.8%
CC1CN(C(=O)/C=C/c2ccccc2[N+](=O)[O-])CC(C)O1 (stereo unspecified) | 0% | -0.1% | 5% | -16%[20 µM] | -1.7% | -1% | -15% | 0.0% | -12%
CCOCCCNC(=O)c1ccc(Cn2c(=S)[nH]c3c([nH]c4ccc(OC)cc43)c2=O)cc1 | 4% | 0.0% | -8% | 20% | 0.0% | 4% | -21% | 0.1% | -4.2%
CCCC(O)(c1ccc(Cl)cc1)C(CN1CCOCC1)c1ccccc1 (stereo unspecified) | -8% | -0.1% | 1% | 24% | 4.3% | 42% | 9% | -0.5% | 4.0%
O=C(Nc1ccc(Cl)cn1)C1C(c2ccccc2)C1(Cl)Cl (stereo unspecified) | -7% | -0.1% | -6% | -33%[20 µM] | 1.9% | 12% | -2% | -0.4% | .
O=C(OCc1nc2ccccc2s1)c1ccc([N+](=O)[O-])o1 | -3% | 0.3% | 2% | -54% | -2.3% | 5% | -44% | -0.2% | 0.0%
COc1ccc(-c2csc(N(CCCN(C)C)C(=O)c3ccc(C(C)(C)C)cc3)n2)cc1 | 0% | -0.1% | 13% | -10% | 1.2% | 16% | -4% | -0.9% | 4.6%
Nc1nc(SCC(=O)NCc2ccc3c(c2)OCO3)n[nH]1 | 4% | 0.1% | -12% | -15% | 0.4% | 5% | -18% | 0.6% | -3.9%
O=C(OC1CCOC1=O)c1ccc(S(=O)(=O)N2CCCCCC2)cc1 (stereo unspecified) | 4% | -0.1% | 7% | 16% | 0.4% | -4% | 3% | -0.3% | -0.5%
CCOc1ccccc1N1CCN(C(=O)CNC(=O)c2ccccc2F)CC1 | -1% | -0.1% | 3% | 3% | 2.3% | 4% | 29% | -0.8% | 0.6%
O=C(NNC(=O)c1cccnc1)Nc1ccccc1 | -5% | 0.2% | 1% | -35% | -0.3% | -20% | 20% | 0.1% | 7.1%
CCc1ccccc1NC(=O)N1C2CCCC1CC(NC(C)=O)C2 (stereo unspecified) | 2% | 0.1% | -2% | -8% | 1.4% | 8% | -5% | -0.2% | 4.4%
CCOCCCNC(=O)c1c(N)n(-c2ccc3c(c2)OCO3)c2nc3ccccc3nc12 | -1% | 0.4% | -6% | -24% | 2.0% | 8% | -8% | 1.1% | 0.9%
COc1cc(NC(=O)COC(=O)CCc2cc(OC)c(OC)c(OC)c2)cc(OC)c1 | -4% | -0.1% | -13% | -19%[20 µM] | -0.8% | -7% | -19% | 1.0% | 3.6%
Cc1ccc(C23CC4CC(CC(CN)(C4)C2)C3)cc1 | -4% | -0.1% | 12% | -14%[20 µM] | -0.4% | 6% | 2% | -1.4% | -4.5%
OCC1(Cc2cccc(Cl)c2)CCCN(Cc2sc(N3CCCC3)nc2Cl)C1 (stereo unspecified) | -7% | -0.1% | 46% | -40%[20 µM] | 1.2% | 21% | -7% | -0.7% | .
COc1ccccc1CNS(=O)(=O)c1ccc2c(c1)CC(=O)N2C | -5% | -0.1% | -1% | 5% | -1.3% | 11% | -4% | 0.0% | -9.7%
O=C(c1ccccc1NS(=O)(=O)c1ccc(F)cc1)N1CCOCC1 | -7% | 0.3% | 4% | 4% | -0.8% | 7% | -21% | -0.3% | 2.8%
COc1ccc(S(=O)(=O)N(C)CC(=O)NCc2ccc3c(c2)OCO3)cc1 | 4% | -0.2% | -10% | -4% | -0.9% | -16% | -45% | -1.0% | -4.5%
Cc1ccc(CNC(=O)c2ccc(Cl)c(S(N)(=O)=O)c2)n1C | 9% | 0.7% | 0% | -8% | 8.4% | 16% | 2% | -0.3% | -1.0%
O=C(NCCc1ccccc1)C(=O)NCC1OCCCN1S(=O)(=O)c1ccc(F)cc1 (stereo unspecified) | -6% | 0.0% | 0% | 41% | -0.7% | 24% | -16% | -0.8% | -1.2%
Cc1cc(NC(=O)C(=O)NCCN2CCN(C(=O)c3cccs3)CC2)ccc1Br | 1% | 0.1% | 19% | 13% | 2.7% | 8% | -15% | -0.7% | -0.7%
CCCCN(C(=O)CSc1cc(C)c2ccc(OC)cc2n1)c1c(N)n(Cc2ccccc2)c(=O)[nH]c1=O | -13% | 0.5% | -11% | -15% | -1.3% | 8% | -17% | -0.9% | 0.2%

Taken from above (5 entries):
SMILES | Dengue-2 NS5 capping | GPR55 beta-arrestin | GPR35 arrestin U2OS | KOR beta-arrestin-1 | HIV fusion peptide | GPR55 antagonists | NOD1 inhibition | West Nile virus CPE | KOR beta-arrestin-2 | others
COC(=O)CNC(=O)c1cc(-c2ccncc2)nc2c(C)c(Cl)ccc12 | -2% | 0.2% | -12% | -91%[20 µM] | 0.4% | -21% | 18% | -0.6% | 3.8%
CC1CN(C(=O)/C=C/c2ccccc2[N+](=O)[O-])CC(C)O1 (stereo unspecified) | 0% | -0.1% | 5% | -16%[20 µM] | -1.7% | -1% | -15% | 0.0% | -12%
CCOCCCNC(=O)c1ccc(Cn2c(=S)[nH]c3c([nH]c4ccc(OC)cc43)c2=O)cc1 | 4% | 0.0% | -8% | 20% | 0.0% | 4% | -21% | 0.1% | -4.2%
CCCC(O)(c1ccc(Cl)cc1)C(CN1CCOCC1)c1ccccc1 (stereo unspecified) | -8% | -0.1% | 1% | 24% | 4.3% | 42% | 9% | -0.5% | 4.0%
O=C(Nc1ccc(Cl)cn1)C1C(c2ccccc2)C1(Cl)Cl (stereo unspecified) | -7% | -0.1% | -6% | -33%[20 µM] | 1.9% | 12% | -2% | -0.4% | .

Source: PubChem (several laboratories)
